SENP8 block-1 – inhibitors of human SENP8 protease; inhibition, % at 10 µM; AID 2540; purified SENP8, Z-RLRGG-aminoluciferin cleavage, luminescence; 330,000 compounds, 1.2% hits; in the data active = inhibition above about 50%
PfGluPho inh – PfG6PD (Plasmodium falciparum) enzyme inhibition; PfGluPho enzyme, NADPH resazurin-diaphorase fluorescence; inhibition, % at 20 µM; 350,000 compounds, 0.78% hits; AID 504690;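 active = inhibition reaching at least a set limit at 20 µM in the primary screen, cut at about 59% in these data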;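 note: 0% = DMSO wells with substrate and 100% = DMSO wells lacking glucose-6-phosphate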
HKDC1 inhibitor – blocks human hexokinase HKDC1 activity. 340,000 compounds, 0.16% hits. recombinant HKDC1, G6PDH/diaphorase resazurin coupled fluorescence. inhibition, % at 20 µM;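 active = inhibition above about 35% when tested at 20 µM, limit read from the data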;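 note: plate controls were DMSO wells with enzyme for no effect and DMSO wells lacking enzyme for full effect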
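Test system: recombinant HKDC1 (HK5) hexokinase enzyme, produced in-house / Doses: 20 µM test compound, 1% DMSO / Timing: 90 min, room temperature / Detection: G6PDH/diaphorase-coupled fluorescence, 1 mM NADP, 100 µM resazurin, 525/613 nm / Control set: DMSO wells with and without enzyme mix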
SENP8 block-2 – blocks human SENP8 cleavage of Nedd8 substrate | Q96LD8 | recombinant SENP8, Nedd8 substrate fluorescence | inhibition, % at 20 µM | 360,000 compounds, 0.64% hits | AID 602440; in the data active = inhibition mostly above about 40%, no sharp cut-off; inactive = mostly below about 27%
SENP6 block – SENP6 protease inhibition; Q9GZR1; Recombinant SENP6 catalytic domain, aminoluciferin luminescence; inhibition, % at 10 µM; 330,000 compounds, 1.8% hits; AID 2599;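 active = inhibition above about 50% at the single tested dose, limit read from the data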;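 note: plate controls were DMSO wells with enzyme for no effect and DMSO wells lacking enzyme for full effect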
Target sequence (Q9GZR1 628-1112 limits assumed): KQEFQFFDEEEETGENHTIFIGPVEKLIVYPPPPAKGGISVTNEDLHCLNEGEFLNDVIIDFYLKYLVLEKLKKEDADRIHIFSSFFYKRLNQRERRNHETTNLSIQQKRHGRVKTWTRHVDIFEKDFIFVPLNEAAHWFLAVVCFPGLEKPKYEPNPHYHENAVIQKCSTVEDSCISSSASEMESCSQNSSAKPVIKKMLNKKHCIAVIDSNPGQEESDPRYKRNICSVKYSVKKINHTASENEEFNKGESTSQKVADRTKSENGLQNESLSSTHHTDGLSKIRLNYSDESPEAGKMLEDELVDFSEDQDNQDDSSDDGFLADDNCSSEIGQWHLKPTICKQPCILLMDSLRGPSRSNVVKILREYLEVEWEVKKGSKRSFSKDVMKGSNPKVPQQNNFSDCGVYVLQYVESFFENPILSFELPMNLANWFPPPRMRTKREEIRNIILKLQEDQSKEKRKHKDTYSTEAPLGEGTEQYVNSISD
beta cell repl – inducers of beta-cell replication in MIN6 cells | MIN6 cells proliferation, ATPlite luminescence, 48 h; cells starved in 0.2% serum; 100% = growth in 10% serum | proliferation, % at 10 µM | 330,000 compounds, 0.29% hits;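 active = compounds whose signal lies at least 3.5 SD above the mean of all wells on their plate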;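 note: 0% = DMSO-treated cells in low-serum medium and 100% = 10% serum control; some compounds called inactive have numbers as strong as hits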
SENP1 inh – inhibitors of human SENP1 SUMO protease catalytic domain; Q9P0U3; recombinant SENP1 catalytic domain, CyPet-SUMO1-YPet FRET cleavage; inhibition, % at 10 µM; 360,000 compounds, 0.21% hits; AID 624204;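 active = inhibition at least 30% at 10 µM, raw YFP signal under a set limit, fluorescence ratio 0.5 to 1.5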;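 note: 0% = enzyme with DMSO and 100% = no enzyme wells; some results filed as inactive read as strong as hits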
Target sequence (Q9P0U3 419-644 limits assumed): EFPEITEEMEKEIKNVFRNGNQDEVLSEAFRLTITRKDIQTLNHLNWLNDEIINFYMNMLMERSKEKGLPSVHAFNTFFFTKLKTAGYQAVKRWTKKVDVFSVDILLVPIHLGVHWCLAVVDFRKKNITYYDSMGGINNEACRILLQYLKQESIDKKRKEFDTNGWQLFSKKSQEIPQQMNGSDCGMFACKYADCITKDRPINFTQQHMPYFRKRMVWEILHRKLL
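Material – human SENP1 catalytic domain · Input – SENP1 enzyme, 20 pM final · Compound dosing – single concentration of 10 µM compound, 0.5% DMSO final · Timing – enzyme reaction for 50 min at room temperature, dark · Measured by – FRET fluorescence in CFP and YFP emission channels · Control set – no-enzyme wells low, DMSO-plus-enzyme wells high control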
SENP7 block – SENP7 protease inhibition; AID 434973; recombinant SENP7, Z-RLRGG-aminoluciferin luminescence, 40 min; inhibition, % at 5 µM; Q9BQF6; 330,000 compounds, 1.5% hits;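 active = inhibition above about 50% at the single test dose, limit read from the data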;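 note: plate controls were DMSO with enzyme for no effect and no enzyme buffer wells for full effect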
UBC13 polyUb – human UBC13 polyubiquitination inhibition | P61088 | UBC13 polyubiquitin chain formation, TR-FRET | inhibition, % at 20 µM | 330,000 compounds, 0.47% hits | AID 485273; in the data active = inhibition above about 45%, passing the limit was not always enough
Target sequence (P61088 whole entry, looked up): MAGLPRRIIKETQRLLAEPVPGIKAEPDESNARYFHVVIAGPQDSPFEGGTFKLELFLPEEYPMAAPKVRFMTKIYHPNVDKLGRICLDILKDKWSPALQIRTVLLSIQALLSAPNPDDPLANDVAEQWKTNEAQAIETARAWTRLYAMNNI
* marks the source's active call; other numbers are inactive results; nt = not tested or not shown.

SMILES | SENP8 block-1 | PfGluPho inh | HKDC1 inhibitor | SENP8 block-2 | SENP6 block | beta cell repl | SENP1 inh | SENP7 block | UBC13 polyUb
COc1ccc(N(C(=O)CCl)C(C(=O)NCCc2ccccc2)c2cccs2)cc1Cl (stereo not drawn) | nt | -0.6 | 32.2 | 22.5 | nt | nt | 0.7 | nt | nt
COc1ccc(CNC(=O)CCNS(=O)(=O)c2cccc3nsnc23)cc1 | -2.1 | -8.5 | -4.4 | 8.7 | 7.9 | -2.7 | -0.8 | 3.6 | 5.9
Clc1ccc(-c2ccc(SCc3ccccn3)nn2)cc1 | -21.8 | 12.8 | 0.0 | 14.5 | -3.6 | 0.0 | -1.6 | -3.1 | -5.9
Cc1ccc(/C=N/NC(=O)c2nnn(-c3nonc3N)c2CNc2ccccc2)cc1 | 9.9 | 14.3 | -1.1 | 7.8 | 12.7 | -2.4 | 3.4 | -1.7 | -6.7
O=C(Oc1ccc(C(=S)N2CCOCC2)cc1)c1ccccc1 | -6.2 | -16.1 | -0.6 | 9.7 | -11.6 | -1.1 | 3.7 | 6.0 | 5.1
CC(C)Oc1ccc(C(CCN)C2CCCCC2)cc1 (stereo not drawn) | -8.9 | -3.8 | -1.1 | 14.5 | -22.0 | -6.2 | 1.9 | 2.4 | 32.3
CCOC(=O)C1(CCCc2ccccc2)CCN(S(C)(=O)=O)CC1 | 1.1 | -6.1 | -1.7 | 11.0 | -30.5 | -1.1 | 2.3 | -7.4 | -12.0
Cc1ccc(N(C(=O)c2ccc(S(=O)(=O)N(C)C)cc2)C2C=CS(=O)(=O)C2)cc1 (stereo not drawn) | -5.2 | -10.2 | -6.8 | 9.3 | -1.0 | -0.1 | 1.7 | -9.0 | -5.8
CCOc1ccc(C(=S)N2CCOCC2)cc1OC | -0.4 | 13.5 | -2.4 | 19.2 | -3.7 | 1.4 | 1.6 | 4.4 | -5.9
O=C(CNC(=O)c1cccc(S(=O)(=O)N2CCc3ccccc32)c1)Nc1ccccc1Br | nt | 12.2 | -3.7 | -6.6 | nt | nt | 2.2 | nt | nt
COc1ccc(CNC(=O)COC(=O)c2ccc3ccccc3n2)cc1 | -6.7 | -2.8 | 4.0 | 3.0 | 4.2 | 0.7 | 37.6* | 9.9 | -9.0
Cc1sc2ncnc(NCCCO)c2c1C | 5.4 | 7.2 | -1.8 | -9.5 | -5.5 | -0.9 | -1.6 | 0.7 | 5.4
O=C(Cc1ccccc1)Nc1nnc(-c2ccco2)o1 | 0.3 | 11.7 | -1.0 | 14.9 | 8.7 | 1.2 | 2.3 | 1.9 | 1.8
COC(=O)c1ccc(CNC(=O)CCC(=O)N2CCOCC2)cc1 | 5.6 | -7.7 | 1.6 | 11.5 | 29.2 | -4.5 | 4.4 | -4.8 | 9.4
CC(C)c1ccc(/C=C/c2[nH]c(=O)[nH]c(=O)c2[N+](=O)[O-])cc1 | -0.8 | -32.5 | 22.4 | 13.7 | 18.9 | -3.6 | -2.1 | 1.7 | -14.3
Cc1csc(NC(=O)CSc2nnc(CCNC(=O)c3ccc(Cl)c(Cl)c3)n2C)n1 | 1.5 | -1.4 | 6.0 | 10.0 | 3.2 | -2.2 | -2.6 | 0.7 | 3.3
Cc1ccc(-n2nc(C)c3c(C)c(CCC(=O)NCc4ccco4)c(C)nc32)cc1 | 8.6 | -12.9 | -3.7 | -392.9 | 0.7 | -4.0 | -0.1 | -3.5 | 18.9
O=C(CCNC(=O)N1CC(=O)Nc2ccccc21)NCc1cccc(Cl)c1 | -9.4 | -7.5 | -0.6 | 8.7 | -12.8 | -3.1 | 1.3 | 3.5 | -5.6
O=C1CC(C(F)(F)C(F)(F)C(F)(F)F)=Nc2ccccc2N1 | 3.7 | -8.7 | 0.5 | 15.0 | 14.5 | -2.9 | -0.9 | 8.7 | 3.3
CCCNC(=O)c1cc(S(=O)(=O)N2CCc3ccccc32)cn1C | 1.9 | -3.6 | 3.5 | 19.9 | -0.5 | -2.6 | 2.0 | 4.7 | 4.5
COc1ccccc1NC(=O)Nc1ccc(C(N)=O)cc1 | -7.2 | -9.6 | 12.2 | 10.7 | 13.0 | 0.4 | 0.9 | 6.8 | 17.4
CC1(C)N([O-])C(c2ccccc2)=C[N+](=O)C1(C)C | -11.3 | -7.8 | -1.6 | 15.0 | -9.5 | 0.7 | 2.1 | -8.5 | -35.6
O=C(CCc1nc2ccccc2c(=O)[nH]1)OCc1nnc(-c2ccccc2)o1 | -6.6 | 6.7 | -9.5 | 6.1 | -8.7 | 0.2 | -6.3 | 1.0 | 7.7
Clc1ccc(OCCN2CCOCC2)cc1 | 9.2 | 6.5 | -4.8 | -2.5 | 14.8 | -0.9 | 4.4 | 2.4 | -9.1
C=CCSc1ncccc1C(=O)NCCc1ccc(Cl)cc1 | -3.7 | 11.1 | -1.7 | 19.2 | -7.7 | -1.8 | 0.6 | -6.1 | -0.2
CCN1C(=O)C(C)S/C1=N\S(=O)(=O)c1ccc(F)cc1 (stereo not drawn) | -6.0 | -5.4 | -10.1 | 10.6 | -11.3 | -0.5 | 1.9 | 8.9 | 9.9
O=c1[nH]c2ccccc2cc1-c1noc(-c2cccnc2)n1 | 6.2 | 13.6 | -4.4 | -307.5 | 18.1 | -0.3 | -14.2 | -4.1 | 3.2
Cn1cnnc1SCC(=O)Nc1ccc(Br)cc1F | -10.9 | -5.0 | -6.7 | 4.8 | 4.4 | -0.9 | -0.2 | -1.2 | -6.4
Cn1ccnc1SCC(=O)c1c(N)n(C)c(=O)n(C)c1=O | 6.0 | -7.6 | -2.7 | 12.0 | -3.7 | 3.8 | -0.9 | 4.4 | 5.8
CSCc1ccc(C(=O)NCc2ccc(C)cc2)cc1 | -5.2 | 7.7 | -11.8 | 9.0 | -6.6 | -3.2 | 0.8 | 9.8 | -1.4
N/C(=N\NS(=O)(=O)c1ccccc1C(F)(F)F)c1ccccn1 | -8.2 | 8.8 | 1.6 | 14.0 | -2.4 | -1.0 | 2.0 | 5.5 | -10.6
CCc1nnc(NC(=O)c2ccc(-c3cccc(C(F)(F)F)c3)o2)s1 | -5.4 | -19.7 | -3.2 | -272.3 | -9.5 | -1.4 | -0.5 | 1.9 | -10.1
CCOC(=O)/C(C#N)=C\c1ccc2c(c1)OCO2 | 2.9 | -13.6 | 0.2 | -24.5 | -38.0 | -0.9 | -2.7 | 18.6 | -1.7
COCCOC(=O)C1=C(C)NC2=C(C(=O)CC(C)(C)C2)C1c1cc2c(cc1Br)OCO2 (stereo not drawn) | -6.7 | -18.3 | -5.8 | -268.5 | -26.3 | 4.4 | -54.1 | 1.0 | 3.1
Cc1ccc(S(=O)(=O)NCc2nc3ccccc3[nH]2)cc1 | -3.2 | -3.1 | -5.5 | 0.6 | -4.3 | -1.6 | 2.3 | -5.6 | -1.9
O=[N+]([O-])c1ccc(C[n+]2cc(-c3ccc(Cl)c(Cl)c3)n3c2CCCCC3)cc1 | 6.2 | 8.7 | -4.0 | 27.4 | -1.5 | -0.1 | 3.0 | 4.8 | 10.3

Part of the list above, reduced to SENP6 block:
Structure,SENP6 block
O=c1[nH]c2ccccc2cc1-c1noc(-c2cccnc2)n1,18.1
Cn1cnnc1SCC(=O)Nc1ccc(Br)cc1F,4.4

(next part)
SMILES | SENP8 block-1 | PfGluPho inh | HKDC1 inhibitor | SENP8 block-2 | SENP6 block | beta cell repl | SENP1 inh | SENP7 block | UBC13 polyUb
Cc1ccc(C2(C)NC(=O)N(CC(=O)N3CCN(S(=O)(=O)c4cccs4)CC3)C2=O)cc1 (stereo not drawn) | -7.4 | -0.9 | -4.5 | -17.1 | -21.7 | 2.3 | -15.4 | 10.3 | -12.7
Cc1cccc(C)c1OCC1CNC(=O)O1 (stereo not drawn) | -2.4 | -3.0 | -1.4 | 9.6 | 8.8 | -0.2 | 1.0 | 3.9 | 1.2
COc1cc2c(cc1OC)C1(NCC2)C(=O)Nc2ccccc21 (stereo not drawn) | 0.9 | -10.8 | -7.2 | 1.5 | 3.1 | 0.4 | 17.3 | 2.0 | 4.3
CC(=O)Cn1cnc2scc(-c3ccc(C)c(C)c3)c2c1=O | -13.1 | 12.9 | -6.8 | 13.1 | -12.1 | -4.0 | 0.6 | -9.1 | -2.1
Nn1c(SCC(=O)Nc2ccc(F)c(F)c2)nnc1C1CCCCC1 | -2.7 | 5.6 | -1.8 | 11.1 | 11.3 | -0.9 | 4.6 | 6.4 | 6.9
CNC(=O)c1c(NC(=O)CCS(=O)(=O)c2ccc(F)cc2)sc(C)c1C | 8.1 | 7.4 | -2.2 | 15.0 | 5.3 | -1.7 | 3.3 | 1.4 | -5.4
O=C(Nc1cccc(C(F)(F)F)c1)C1(c2ccccc2)CC1 | 4.3 | -1.9 | -9.3 | 11.4 | -4.0 | 0.0 | 1.9 | 3.0 | -0.6
CCN1CCN(c2nc(Nc3ccc(C)c(C)c3)nc(N)c2[N+](=O)[O-])CC1 | -7.0 | 21.6 | -7.3 | 22.7 | -0.2 | 0.0* | 1.7 | 2.7 | 4.9
COc1cc(OC)c(NC(=O)Cn2cccc2)cc1Cl | -12.3 | -11.1 | -6.3 | 6.8 | 2.1 | -1.4 | -1.5 | -9.5 | -3.6
CCc1cc2c(=O)[nH]c(-c3ccncc3)nc2s1 | -9.1 | 12.8 | -18.8 | -356.9 | -6.1 | 0.0 | -8.8 | -2.6 | 8.5
CN1CCN(C(=O)C2CCC(=O)N(Cc3cccc(C(F)(F)F)c3)C2)CC1 (stereo not drawn) | -5.5 | 1.9 | -11.3 | -9.9 | -17.8 | 2.4 | -0.8 | -3.5 | -10.4
Cc1ccc(NC(=O)c2cc(-c3cccc(O)c3)on2)cc1C | -4.2 | 9.7 | 1.9 | 7.1 | -12.5 | -4.2 | 3.4 | -3.8 | 10.7
COn1c(-c2ccccc2)nc2ncccc21 | 6.1 | -6.2 | -2.8 | -46.3 | -2.0 | -3.6 | -21.0 | -2.1 | 4.1
O=C(CCCN1C(=O)/C(=C\c2cccs2)SC1=S)Nc1ccc(O)cc1 | -13.6 | -13.0 | 3.6 | 20.4 | -22.6 | 2.9 | -2.2 | 3.8 | -6.6
COc1ccccc1N1CCN(S(=O)(=O)c2ccc(Cl)cc2)CC1 | 4.6 | -1.2 | -1.0 | 7.9 | 1.4 | 5.0 | 2.0 | 2.8 | 6.3
CC1Cc2cc(/C(O)=C3\C(=O)C(=O)N(Cc4cccnc4)C3c3ccccc3F)ccc2O1 (stereo not drawn) | -5.0 | -12.8 | 4.0 | -41.8 | -5.8 | -3.7 | 2.3 | -13.0 | -15.1
Cc1cccc(NC(=O)Nc2ccc(Br)cc2)n1 | -10.8 | 8.2 | -6.8 | 8.7 | -12.4 | -0.4 | 0.3 | -8.3 | 0.2
Nc1c(C=C2C=CC(=O)C=C2)c(=O)nc2sc(CC(=O)N3CCCCC3)nn12 | -7.5 | -21.3 | 1.3 | -0.1 | 17.9 | -1.5 | -137.1 | 9.0 | -12.1

From PubChem BioAssay
